HSF-1 act: HSF-1 activators, primary screen, NIH3T3-HGL cells, MG132 stress, luminescence, single point; NIH3T3-HGL HSF-1 luciferase reporter, 8 h; 100% = twice DMSO control signal; 300,000 tested, 1.7% active; activation, % at 9 µM;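 active = mean replicate activation of at least 50% with a set share of replicates each reaching 50%; inconclusive = only one of those two conditions met; inactive = mean below 50% and too few replicates reaching it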;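 note: 0% = median of the neutral control wells and 100% = twice that signal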
HSF1 inhib: HSF1 inhibitors in luciferase reporter cells, primary screen, cell-based, NIH3T3, luminescence; NIH3T3-HGL HSE-luciferase, MG132-induced, luminescence 8 h; hits give low values; activity change, negative = inhibition, % at 7.5 µM (by protocol); 300,000 tested, 0.77% active; AID 2098, 2009;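 active = more than half of replicate wells show activity change below -50%, luminescence cut by over half; inconclusive = some wells, but at most half, below -50%; inactive = no replicate well below -50%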;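 note: luciferase reports HSF-1 transcriptional activity via heat shock element; 0% = median of DMSO wells and -100% = zero luminescence signal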
KLF5 inh: KLF5 expression inhibitors, primary screen, DLD-1 cells, luminescence; 290,000 tested, 0.23% active; inhibition, % at 5 µM; DLD-1 KLF5 promoter-luciferase reporter;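 active = inhibition above a per-plate limit of that plate's mean compound inhibition plus 3 SD, cut at about 60% in these data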;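 note: 0% = DMSO wells and 100% = LY294002 at 200 µM; higher means less KLF5 promoter-driven luciferase light; inactives centre near -14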
HIF act: HIF pathway transcriptional activators, primary screen, cell-based, U2OS HRE-luciferase, luminescence. U2OS HRE-luciferase reporter; normalized: DMSO 0%, desferrioxamine 100%. activation, % at 7.5 µM (by protocol). 300,000 tested, 0.32% active. AID 1910, 2009;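 active = mean activation of at least 10% of the iron chelator positive control signal, with at least half of replicates also reaching 10%; inconclusive = mean and replicate majority disagree about reaching 10%; inactive = mean and most replicates under 10%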
AI-2 QS modul: Vibrio harveyi AI-2 quorum sensing modulators, primary screen, JMH597 strain, luminescence/OD600 ratio; AID 2094, 2009; 300,000 tested, 0.4% active; activity change, % at 7.5 µM; Vibrio harveyi JMH597 AI-2 luminescence/OD600 ratio, 9 h; hits give low values; strain lacks LuxN and CqsS sensors; 0 = neutral-control median; in the data active = activity change below about -75%, passing the limit was not always enough; inconclusive = no clear call, values can overlap the other calls;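 note: luminescence divided by OD600 gain over 9 h not by final OD600 alone; inactives centre near 13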
IEC-6 tox: cytotoxicity in IEC-6 intestinal epithelial cells, primary screen, cytotoxicity control for KLF5 inhibitor project, cell-based, luminescence; IEC-6 cytotoxicity, luminescence viability; inhibition, % at 5 µM; 290,000 tested, 0.78% active; AID 1825, 2009; in the data active = inhibition above about 22%;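 note: 0% = plate median of test compound wells and 100% = cytotoxic reference compound wells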
aSyn 5UTR inh: MLPCN primary screen, SNCA 5' untranslated region; inhibition, % (tested at 7.5 µM); 300,000 tested, 0.82% active; alpha-synuclein 5'UTR reporter, inhibitor activity; in the data active = inhibition above about 60%; inconclusive = no clear call, values can overlap the other calls;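 note: H4 neuroglioblastoma cells stably carrying SNCA 5'UTR luciferase fusion; 0% = DMSO wells and 100% = positive control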
HDAC3 inhib: HDAC3 deacetylase inhibitors, primary screen, biochemical, fluorescence, cell-free homogeneous; Histone deacetylase 3 (Homo sapiens), O15379; recombinant HDAC3, fluorogenic peptide/trypsin coupled; inhibition, % at 8.3 µM; 320,000 tested, 0.15% active; AID 2718, 2010; in the data active = inhibition above about 26%, passing the limit was not always enough; inconclusive = no clear call, values can overlap the other calls
Target sequence (O15379 whole entry, looked up): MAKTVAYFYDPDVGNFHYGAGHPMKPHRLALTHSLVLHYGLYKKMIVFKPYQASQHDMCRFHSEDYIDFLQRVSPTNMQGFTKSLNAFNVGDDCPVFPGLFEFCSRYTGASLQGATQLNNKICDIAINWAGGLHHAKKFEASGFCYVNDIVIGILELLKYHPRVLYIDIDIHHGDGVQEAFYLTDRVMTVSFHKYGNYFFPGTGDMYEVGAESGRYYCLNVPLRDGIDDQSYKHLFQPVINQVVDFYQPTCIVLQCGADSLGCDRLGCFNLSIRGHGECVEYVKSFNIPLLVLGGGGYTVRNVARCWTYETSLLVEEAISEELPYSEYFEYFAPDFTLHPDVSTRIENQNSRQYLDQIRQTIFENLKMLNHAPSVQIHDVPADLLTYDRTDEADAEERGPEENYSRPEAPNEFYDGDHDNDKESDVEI
Platelet DG rel: inhibitors of platelet dense granule secretion, primary screen, cell-based, MLPCN, human platelets; human platelet-rich plasma, SFLLRN dense granule ATP release, luminescence; inhibition, %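 (compounds screened at 7.5 µM in platelet-rich plasma)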; 300,000 tested, 0.22% active; AID 1663, 2009;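 active = mean replicate score, as percent of positive control, at or above 50; inconclusive = mean below 50 but at least one replicate at or above 50; inactive = mean and every replicate below 50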
HSP90 inh: HSP90 inhibitors, primary screen, cell lysate, luminescence; Rabbit reticulocyte lysate, luciferase refolding luminescence, 3 h; inhibition, % at 5.6 µM; 290,000 tested, 0.91% active; AID 1789, 2009;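 active = inhibition above the screen-wide mean plus 3 SD, computed separately per campaign, cut at about 16% in these data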;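 note: 0% = DMSO wells and 100% = 60 µM geldanamycin wells; inhibitors lower the luminescence because luciferase stays unfolded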
Active calls of the source: *; ? = inconclusive; . = no result given.

SMILES	HSF-1 act	HSF1 inhib	KLF5 inh	HIF act	AI-2 QS modul	IEC-6 tox	aSyn 5UTR inh	HDAC3 inhib	Platelet DG rel	HSP90 inh
Cc1ccc(C)c(OCCn2cc(/C=C(\C#N)C(=O)NCc3ccco3)c3ccccc32)c1	17	18	-13	0.2	17	-3	?	5	-14	-3
O=C(COC(=O)c1ccc(S(=O)(=O)C(F)F)cc1)Nc1cccnc1Cl	12	1	.	-0.2	33	.	8	-13	-14	.
O=C(COc1c(Cl)cccc1Cl)Nc1ccccc1N1CCCC1	1	4	-14	-1.0	5	10	30	8	-4	7
CC(C)OCCCNC(=O)c1c(N)n(/N=C/c2ccccn2)c2nc3ccccc3nc12	-1	-15	-9	-2.5	7	3	-22	-4	-1	3
O=C(CN1C(=O)C2CCCCC2C1=O)Nc1cc(C(F)(F)F)ccc1N1CCCC1 (stereo unspecified)	11	-4	.	-0.3	7	.	1	7	-7	.
COc1ccc(C(=O)N2CCOCC2)cc1S(=O)(=O)N1CCCc2ccccc21	5	-4	-11	0.6	22	-2	-5	4	2	20*
Cc1[nH]nc2c1C(c1ccc(F)cc1)C(C#N)=C(N)O2 (stereo unspecified)	10	4	-7	-0.5	26	6	18	0	7	4
CCNc1nc(Oc2ccc(=O)n(C)n2)nc(N2CCOCC2)n1	-7	-2	-28	0.1	18	-2	1	-5	0	-1
CCN(CC)S(=O)(=O)c1ccc(-c2nnc3sc4cccc(C)c4n23)cc1	-5	-4	-59	-0.1	30	-3	-17	7	4	-2
COCc1ccc(C(=O)NC2CCSc3ccccc32)cc1 (stereo unspecified)	5	9	-25	1.9	30	-2	-9	-3	-3	-2
CCc1nnc(NC(=O)c2ccc3nc(CC)c(CC)nc3c2)s1	7	-5	-16	1.4	14	-1	-61	0	-3	1
Cc1cccn2cc(-c3cc4ccccc4oc3=O)nc12	42	5	-31	-2.8	10	3	-45	3	8	7
C=CCNC(=O)CSc1ccc(Cl)cc1	-8	-4	-4	-1.6	0	-7	-32	1	-3	-3
O=C(CSc1nc2ncc(Cl)cc2[nH]1)c1ccc2c(c1)OCO2	9	-4	-7	0.2	16	19	-34	11	-7	1
Cc1ccc(/C=N/NC(=O)c2cccc(S(=O)(=O)N3CCOCC3)c2)o1	-16	-6	-7	-0.5	-6	4	-1	2	-2	-1
CCNc1nc(NCC)nc(N/N=C(\C)c2ccc(OC)cc2)n1	-16	-7	11	-0.4	12	6	-1	7	3	-2
Nc1[nH]ncc1C(=O)Nc1cccc(C(F)(F)F)c1	5	-10	-6	-24	16	3	-2	-2	-5	-1
Cc1ccc(N2CC(C(=O)Nc3ccc(S(=O)(=O)N4CCOCC4)cc3)CC2=O)cc1Cl (stereo unspecified)	-3	-8	.	-2.5	25	.	17	0	3	.
O=C(NCCN1CCOCC1)c1cc(Cl)ccc1[N+](=O)[O-]	-5	1	3	.	11	0	-6	2	6	0
CCc1ccc(N2CC(C(=O)Nc3ccc(C)c(S(=O)(=O)N4CCOCC4)c3)CC2=O)cc1 (stereo unspecified)	-1	-2	2	-0.6	17	14	22	-9	-3	-1
O=C(COc1coc(CN2CCN(c3ccccc3F)CC2)cc1=O)NCC1CCCO1 (stereo unspecified)	-9	-4	.	0.2	14	.	-2	.	5	.
COc1cc(NC(C)=O)ccc1-c1cc2ccccc2oc1=O	16	12	-11	-0.4	33	11	-10	-4	-8	1
Cc1c(-c2nc(N)nc(Nc3ccc(F)cc3)n2)oc2ccccc12	44	23	-124	3.4	18	0	-95	-2	11	-4
COc1ccc(C)cc1NC(=O)CSc1nnnn1C1CCCC1	26	2	-24	0.0	-7	-5	21	-1	-10	0
CCNC(=S)Nc1ccc(OC(F)(F)F)cc1	3	2	-17	0.3	17	0	-8	-2	4	-2
Nc1nc(N)nc(-c2ccccc2)n1	-8	-2	-12	-0.3	15	-2	0	-3	.	-4
O=C(Nc1ccc(N2CCN(C(=O)c3ccco3)CC2)cc1)c1ccco1	3	4	-16	0.4	21	0	4	12	4	-4
C=CCSc1nnc(CNC(=O)c2ccccc2C)n1C(C)C	-16	-1	-6	0.0	17	1	10	-2	3	1
COc1cc(OC)c(-c2nc3cnccc3n2C)cc1OC	-12	-12	-34	-0.5	21	-8	-10	5	8	-2
Cc1cc(C)cc(OC(=O)CN2C(=O)c3ccccc3C2=O)c1	-7	1	0	0.5	13	-1	1	10	1	2

Limited to HSF-1 act, HSF1 inhib and HSP90 inh (2 entries from above):
compound | HSF-1 act | HSF1 inhib | HSP90 inh
CCc1ccc(N2CC(C(=O)Nc3ccc(C)c(S(=O)(=O)N4CCOCC4)c3)CC2=O)cc1 (stereo unspecified) | -1 | -2 | -1
O=C(COc1coc(CN2CCN(c3ccccc3F)CC2)cc1=O)NCC1CCCO1 (stereo unspecified) | -9 | -4 | .

(continued)
SMILES	HSF-1 act	HSF1 inhib	KLF5 inh	HIF act	AI-2 QS modul	IEC-6 tox	aSyn 5UTR inh	HDAC3 inhib	Platelet DG rel	HSP90 inh
O=C(C1=NNCC1c1ccccc1)C1CO1 (stereo unspecified)	-2	1	7	-0.1	24	-7	-13	.	-3	-5
Nc1nc(Cl)cc(-c2ccccc2)n1	-7	5	-26	0.0	23	-2	7	-5	-4	0
CCOCCCNC(=O)c1ccc2c(c1)OCO2	-50	-38	-46	2.1	-1	-4	-35	-9	2	-1
Cc1c(NC(=O)CSc2cccc3cccnc23)c(=O)n(-c2ccccc2)n1C	?	37	0	-0.3	-8	8	0	2	5	4
COc1ccc(-n2nc(C(=O)NCC(=O)N3CCOCC3)c3ccccc3c2=O)cc1Cl	56*	13	-27	0.0	16	-4	-1	-3	3	0
O=C(O)/C(=C\c1cccs1)c1ccc(F)cc1	1	-13	-6	-0.3	14	4	8	3	0	-2
Cc1ccc(S(=O)(=O)CC(=O)NCc2ccccc2)cc1	-13	1	-17	0.7	4	2	-6	2	-9	-2
COc1ccc(/C=C/C(=O)OC(C)CN2CCOCC2)cc1 (stereo unspecified)	0	5	2	-0.5	0	-5	5	8	0	-2
Cc1ccnc(SCc2cc(=O)c(OC(=O)c3ccc(Br)o3)co2)n1	-15	-10	-20	0.2	8	1	-16	-2	-19	3
O=C(CCS(=O)(=O)Cc1ccccc1)N1CCN(c2ccccc2)CC1	30	0	-24	-0.2	-1	-2	-1	1	3	-1
NC(=O)Cc1nc(-c2ccc(F)cc2)cs1	-15	-3	-27	-0.4	20	4	14	-3	-3	1
Cc1ccc(/C=N/NC(=O)c2cc(-c3ccc(C)o3)[nH]n2)cc1	-3	2	4	0.2	7	8	-10	1	16	1
Cc1c(C(=O)NCc2ccccc2)oc2c1C(=O)CCC2	26	-3	-29	-3.6	20	-3	-11	4	-7	-4
COc1cccc(/C=N\NC(=O)c2cc(OCC(F)(F)F)ccc2OCC(F)(F)F)c1	.	.	10	.	19	10	.	7	.	2
S=c1sc2c(N3CCN(Cc4ccccc4)CC3)ncnc2n1-c1ccccc1	14	2	-18	0.5	8	6	-22	5	8	6

Laid out differently: results already given.
Order of results – HSF-1 act | HSF1 inhib | KLF5 inh | HIF act | AI-2 QS modul | IEC-6 tox | aSyn 5UTR inh | HDAC3 inhib | Platelet DG rel | HSP90 inh
- COc1cccc(/C=N\NC(=O)c2cc(OCC(F)(F)F)ccc2OCC(F)(F)F)c1
→ . | . | 10 | . | 19 | 10 | . | 7 | . | 2
- Cc1ccc(/C=N/NC(=O)c2cc(-c3ccc(C)o3)[nH]n2)cc1
→ -3 | 2 | 4 | 0.2 | 7 | 8 | -10 | 1 | 16 | 1
- Cc1ccc(S(=O)(=O)CC(=O)NCc2ccccc2)cc1
→ -13 | 1 | -17 | 0.7 | 4 | 2 | -6 | 2 | -9 | -2
- Cc1ccnc(SCc2cc(=O)c(OC(=O)c3ccc(Br)o3)co2)n1
→ -15 | -10 | -20 | 0.2 | 8 | 1 | -16 | -2 | -19 | 3
- Nc1nc(Cl)cc(-c2ccccc2)n1
→ -7 | 5 | -26 | 0.0 | 23 | -2 | 7 | -5 | -4 | 0
- CCOCCCNC(=O)c1ccc2c(c1)OCO2
→ -50 | -38 | -46 | 2.1 | -1 | -4 | -35 | -9 | 2 | -1

More entries follow.
SMILES	HSF-1 act	HSF1 inhib	KLF5 inh	HIF act	AI-2 QS modul	IEC-6 tox	aSyn 5UTR inh	HDAC3 inhib	Platelet DG rel	HSP90 inh
Cc1oc(CSCC2CCCO2)cc1C(=O)O (stereo unspecified)	-16	1	-12	-0.3	8	1	-26	-3	1	7
O=C(Nc1cccc(S(=O)(=O)NC2=NCCCCC2)c1)c1cc(-c2ccc(Cl)cc2)nc2ccccc12	14	11	-27	0.0	33	-1	-5	12	9	3
O=C(NCc1ccc(F)cc1)C1CCN(C(=O)NCc2ccccc2)CC1	-4	-5	-41	-0.2	19	0	-17	-2	1	1
Cc1cc2[nH]c(=O)c(=O)[nH]c2cc1S(=O)(=O)Nc1cccc(Cl)c1C	-5	3	-20	-0.4	26	0	5	-4	3	-4
CCOc1ccc(S(=O)(=O)N(CC)CC(=O)N2CCCC2)cc1	8	6	-45	-0.2	20	-2	7	-4	15	0
CCOC(=O)c1c(C)[nH]c(C(=O)OCC(=O)NC(C)(C)C)c1C	-2	9	-4	0.2	21	10	-19	3	4	-3
O=C(Nc1ccc(F)cc1F)c1csc(-c2ccncc2)n1	16	12	-29	0.8	39	0	-52	2	0	1
O=C(NCCc1ccccc1)c1cc(-c2ccccc2)c(N2CCOCC2)s1	12	6	.	0.1	18	.	4	9	-1	.
O=C(c1cc2nc(-c3ccco3)cc(C(F)(F)F)n2n1)N1CCN(Cc2ccccc2)CC1	-5	-7	-9	-0.1	24	-1	7	-3	-1	2
CCC(C)(C)NC(=O)C(c1ccc(OC)cc1)N(C(=O)CCC(=O)Nc1cc(C)on1)c1cc(OC)ccc1OC (stereo unspecified)	11	-1	-14	0.0	16	-3	5	-1	0	2
Cc1cc(NC(=O)c2ccc(NC(=O)C(C)Oc3ccccc3)cc2)no1 (stereo unspecified)	30	5	2	-0.1	23	2	34	6	-5	4

From PubChem
